Bioassay records: PubChem BioAssay, Southern Research Specialized Biocontainment Screening Center
inhibitors of VEEV = inhibitors of VEEV TC-83 cytopathic effect, confirmation, Vero cells (AID 588727); hit rate 0.13% among 350,000; inhibition, % at 20 µM, or IC50 in µM where a hit was titrated; Vero cells, VEEV TC-83 cytopathic effect inhibition; higher % means a stronger effect; in the data active means a potency from the dose series; inconclusive means inhibition mostly from about 14% at the one dose, without a potency; inactive means the rest, 99 in 100 with inhibition below about 12%; further: strong numbers were not always called active
Salmonella PhoP GFP = PhoP regulon inhibitors, Salmonella typhi PhoP promoter GFP reporter, confirmatory (AID 1850) | Salmonella Typhi PhoP-promoter GFP reporter, fluorescence, 4 h; higher % means a stronger effect | inhibition, % at 50 µM; hits with a dose series show IC50 in µM | hit rate 0.33% among 310,000; in the data active means a potency from the dose series; inconclusive means inhibition mostly from about 25% at the one dose, without a potency; inactive means the rest, 99 in 100 with inhibition below about 19%;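 further: 0% = induced wells with vehicle and 100% = uninduced wells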
M. tuberculosis = growth inhibition of non-replicating M. tuberculosis (AID 488890) | one-dose inhibition, % at 25 µM; IC50 in µM for titrated hits | Mycobacterium tuberculosis non-replicating, growth inhibition; higher % means a stronger effect | hit rate 0.39% among 320,000; in the data active means a potency from the dose series; inconclusive means inhibition mostly from about 82% at the one dose, without a potency; inactive means the rest, 99 in 100 with inhibition below about 76%;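 further: plate controls were DMSO cells for no effect and high antibiotic wells for full effect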
M. tuberculosis HTS = M. tuberculosis growth inhibition, HTS (AID 449762); M. tuberculosis H37Rv growth inhibition, 7H9 media; higher % means a stronger effect; inhibition, % at 25 µM; hits with a dose series show IC50 in µM; hit rate 0.59% among 330,000; in the data active means a potency from the dose series; inconclusive means inhibition above about 70% without an active follow-up result;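 further: bacterial growth assessed after seven days of incubation; strong numbers were not always called active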
H1N1 NS1A inhibition = H1N1 influenza NS1A inhibitors, functional cell based assay (AID 504329); hit rate 0.3% among 340,000; NS1A functional cell-based assay, percent inhibition; higher % means a stronger effect; one-dose inhibition, % at 12.5 µM; IC50 in µM for titrated hits; in the data active means a potency from the dose series; inconclusive means inhibition above about 27% without an active follow-up result; further: strong numbers were not always called active
inhibitors of VEEV 10K pilot screen = recorded beside inhibitors of VEEV, whose call it bears; inhibition, %; measured here: 10K pilot screen inhibition
Active calls of the source: *; i = inactive; u = inconclusive; x = not tested or not shown.

SMILES | inhibitors of VEEV | Salmonella PhoP GFP | M. tuberculosis | M. tuberculosis HTS | H1N1 NS1A inhibition | others
Cc1nn(-c2ccccn2)c(C)c1Oc1ccccc1O | 0.6% | -14% | -3% | -5% | -6%
Cc1ccccc1C(=O)N1CCC(n2nccc2NC(=O)C2CC2)CC1 | 1.1% | 9% | -11% | 1% | -9%
COc1ccc(S(=O)(=O)N2CC(O)CC2C(=O)OCc2nc3sc(C)c(C)c3c(=O)[nH]2)cc1 (stereo not drawn) | 1.1% | -8% | -11% | -1% | 4%
COc1ccc(NS(=O)(=O)c2ccc(N3CCOCC3)c(N)c2)cc1 | 0.7% | x | -4% | 6% | -12%
Clc1ccc(COn2c(-c3ccc(Cl)cc3Cl)nc3ncccc32)cc1 | 6.0% | 0% | 25% | -3% | 1% | inhibitors of VEEV 10K pilot screen=1.9
CN1CCC(N(C)C(=S)NCCc2ccccc2)CC1 | 0.2% | 9% | -11% | -3% | -6%
Cc1ccnc(SCC(=O)Nc2sccc2C#N)n1 | 7.2% | -2% | 9% | -10% | -9%
O=[N+]([O-])c1cccc(/C=C/c2nc(C=Nc3ccccc3)c(O)o2)c1 | 2.7% | -8% | 13% | 5% | 4%
O=C(c1ccccc1)[C@@H]1[C@@H]2C(=O)N(c3ccc(F)cc3)C(=O)[C@@H]2C2CCCN21 (stereo partly drawn) | i | -6% | 1% | -4% | -14%
Cc1nn(-c2ccccc2)c(Cl)c1/C=C/C(=O)c1ccc(O)cc1 | 5.7% | 9% | 39% | 1% | 17%
O=C(NCc1ccco1)c1ccc2[nH]c(=O)c(=O)[nH]c2c1 | 1.5% | -2% | -8% | 3% | 2%
CC1(C)CC(=O)C2=C(C1)NC(=O)NC2c1ccccc1Cl (stereo not drawn) | i | -25% | -16% | -6% | 9%
CCOC(=O)C1(CCOc2ccccc2)CCN(CCCn2cccn2)CC1 | 0.2% | -8% | 26% | 0% | -5%
Clc1ccc(CO/N=C(\Cn2ccnc2)c2ccc(Cl)cc2Cl)c(Cl)c1 | x | 0% | u | u | x
CCOC(=O)c1sc(-c2ccc(C)cc2)c(C#N)c1C | i | 3% | u | u | -5%
CCC(C)C(CO)NCCCn1cnc(C(=O)Nc2ccc(C)c(C)c2)n1 (stereo not drawn) | 0.4% | x | x | x | 19%
COc1ccccc1CN1CC(C(=O)NCc2cc(F)ccc2C)CCC1=O (stereo not drawn) | 0.1% | x | x | x | -5%
O=C1C2CC=CCC2C(=O)N1Cc1ccccc1 (stereo not drawn) | i | -15% | -11% | -1% | 6%
O=C(Nc1ccccc1-c1ccccc1)c1ccc(Cl)c([N+](=O)[O-])c1 | 3.4% | 7% | -1% | 11% | -3%
CCOc1cc(NC(=O)c2ccccn2)c(OCC)cc1NC(=O)c1ccc(C)cc1 | i | -4% | 22% | 12% | 5%

Sorted by heavy-atom count (high to low): some entries from above.
SMILES | inhibitors of VEEV | Salmonella PhoP GFP | M. tuberculosis | M. tuberculosis HTS | H1N1 NS1A inhibition | others
COc1ccccc1CN1CC(C(=O)NCc2cc(F)ccc2C)CCC1=O (stereo not drawn) | 0.1% | x | x | x | -5%
CCC(C)C(CO)NCCCn1cnc(C(=O)Nc2ccc(C)c(C)c2)n1 (stereo not drawn) | 0.4% | x | x | x | 19%
CN1CCC(N(C)C(=S)NCCc2ccccc2)CC1 | 0.2% | 9% | -11% | -3% | -6%
Cc1ccnc(SCC(=O)Nc2sccc2C#N)n1 | 7.2% | -2% | 9% | -10% | -9%

Returning to the listing, repeating the 2 entries before the break.
SMILES | inhibitors of VEEV | Salmonella PhoP GFP | M. tuberculosis | M. tuberculosis HTS | H1N1 NS1A inhibition | others
O=C(Nc1ccccc1-c1ccccc1)c1ccc(Cl)c([N+](=O)[O-])c1 | 3.4% | 7% | -1% | 11% | -3%
CCOc1cc(NC(=O)c2ccccn2)c(OCC)cc1NC(=O)c1ccc(C)cc1 | i | -4% | 22% | 12% | 5%
COc1ccc(-c2nnc3ccc(SCC(=O)N4CCCC4)nn23)cc1 | 1.5% | x | x | 1% | 24%
O=C1NC(=O)N(c2ccccc2)C(=O)/C1=C/c1ccc([N+](=O)[O-])s1 | 0.8% | 1% | u | u | 7%
COn1c2c(c3c4nonc4ccc31)CCCC2 | 2.8% | -7% | 24% | -8% | -9%
CCOc1cccc(CN2CCC(n3nccc3NC(=O)CCCc3ccccc3)CC2)c1 | 3.7% | -3% | 43% | 43% | 4%
Cc1ccc(NC(=O)c2cccs2)cc1S(=O)(=O)Nc1cccc(Cl)c1 | 7.6% | 2% | 6% | 1% | -9%
Cc1cc(C)c(CN2CCCC(CNC(=O)c3ccc(F)cc3)C2)c(-n2cccn2)c1 (stereo not drawn) | i | -2% | 14% | -8% | -2%
Cc1ccc(C(=O)N2CCN(c3cccc(C)c3C)CC2)cc1S(=O)(=O)N1CCOCC1 | 5.8% | x | 38% | -8% | -1%
CCN(CC)C(=O)CSc1nc2[nH]ncc2c(=O)[nH]1 | i | -8% | 0% | -1% | 8%
Cc1nnc(SCC(=O)Nc2ccc3[nH]c(=O)[nH]c3c2)s1 | 1.4% | -4% | -3% | 13% | -3%
COc1ccc(/C=N\n2nnc3ccccc32)cc1 | 0.1% | 1% | -3% | -4% | 1%
COc1ccccc1C(=O)NCCC(=O)NC1CCCCCC1 | 2.0% | x | 10% | 2% | -9%
Cc1cccc(CS(=O)(=O)Cc2ccc(C(=O)NCc3ccco3)o2)c1 | i | -1% | 7% | 4% | -4%
CC(C)=CC(=O)OCC(=O)Nc1ccc(SC(F)F)cc1 | 0.3% | -1% | 12% | u | -1%
N#Cc1c(N2C(=O)Nc3ccccc3N2O)sc2c1CCCCCC2 | 0.8% | -4% | -10% | 0% | -2% | inhibitors of VEEV 10K pilot screen=0.5
O=C(O)c1ccccc1C(=O)NNc1cccc(Cl)n1 | 0.8% | -1% | -2% | 0% | -11%
Cc1cccc(C(=O)N2CCCCCC2)c1[N+](=O)[O-] | 0.5% | -6% | -1% | 3% | -14%
CCOC(=O)C1CCN(C(=O)CSc2c3c(nc4ccccc24)CCC3)CC1 | 2.3% | 6% | -8% | 0% | 7%
CCOC(=O)CSC1=NC(=O)/C(=C/c2ccc(Br)cc2)S1 | 9.8% | 6% | u | u | 4%
Cc1cc(OCC(=O)NCCCN2CCCC2=O)c2c(C)c(C)c(=O)oc2c1 | i | 8% | -11% | -2% | -10%
CCC(Oc1ccccc1)C(=O)Nc1cc(C)on1 (stereo not drawn) | 1.0% | -7% | 15% | -2% | 5%
COc1ccc(Cc2nnc(SCC(=O)Nc3ccccc3C#N)o2)cc1 | 1.8% | -4% | 0% | 1% | 19%
Cc1noc(C)c1C(=O)OC(C)C(=O)Nc1ccc2c(c1)OCO2 (stereo not drawn) | 0.1% | x | 1% | 2% | -1%
Cc1cc(C)c(S(=O)(=O)NC2CC2)c(C)c1 | 0.6% | 3% | -14% | 3% | -10%
CCOC(=O)N1CCN(C2CCCN(C(=O)c3cccc(N(C)C)c3)C2)CC1 (stereo not drawn) | 0.9% | -5% | -1% | -3% | 9%
O=C(OCC1OC(n2cc(Br)c(=O)[nH]c2=O)C(Br)C1O)c1ccccc1 (stereo not drawn) | 0.8% | -16% | 5% | 2% | -20%
CCN1/C(=C/c2ccc3cc(C)ccc3[n+]2CC)Sc2cc(C)c(C)cc21 | 3.6% | x | x | x | 29%
CC1CN(C(=O)CCC(=O)N2CCN(c3ccccn3)CC2)c2ccccc2O1 (stereo not drawn) | 0.7% | -6% | -5% | -8% | 2%
CC(Sc1nccn1C)C(=O)c1c(N)n(C)c(=O)n(C)c1=O (stereo not drawn) | 2.1% | -6% | -3% | -3% | 3%
CCN(CCn1cccn1)C(=O)c1cc(COc2ccccc2SC)on1 | 6.2% | -6% | 3% | 0% | -11%
O=C(COC(=O)CNC(=O)c1cccc([N+](=O)[O-])c1)Nc1cccc(S(=O)(=O)N2CCCC2)c1 | 0.4% | -4% | -16% | 0% | -4%
COC(=O)[C@H](CC(C)C)N(Cc1ccccc1)S(=O)(=O)N(Cc1ccc(OC)cc1)[C@@H](CC(C)C)C(=O)OC | i | x | -5% | 4% | -2%
O=C(CN1C(=O)COc2ccccc21)Nc1ccc(F)cc1 | 2.6% | x | x | -4% | 3.7µM*
COC(=O)c1cccc(NC(=O)/C=C/c2cccc([N+](=O)[O-])c2)c1 | 3.6% | -6% | 11% | -10% | 25%
CC1CCCC(C)N1C(=O)CSc1nc2ccccc2c(=O)[nH]1 (stereo not drawn) | 0.8% | -13% | 8% | -2% | -5%
CCO/C=C1\C(=O)N(CC)c2ccccc21 | 3.5% | -5% | 2% | 6% | 2%
Cn1c2c(c(=O)[nH]c1=O)C(NC(=O)c1ccco1)(C(F)(F)F)C(=O)N2 (stereo not drawn) | 0.8% | 6% | 9% | -8% | 1%
Cc1ccc(C)c(S(=O)(=O)N2CCN(c3nc(CN4CCOCC4)nc4sc(C)c(C)c34)CC2)c1 | 7.1% | x | 67% | 50% | 12%
CCOc1ccc2nc(SCC(=O)NC3CCCCC3)[nH]c2c1 | 2.4% | 0% | 71% | 1% | -9%
CCOC(=O)CSc1nnc(C)c(=O)[nH]1 | 1.0% | -3% | -7% | 7% | -10%
COc1ccc(OCC(=O)Nc2ccc3c(c2)nc(CCn2ccccc2=O)n3C)cc1 | 1.7% | 6% | -14% | -10% | 5%
COc1ccc(CCNc2nc(-c3sc(C)nc3C)cs2)cc1OC | 1.9% | 5% | 35% | 0% | -2%
CCOC(=O)c1cc(-c2ccc(OC)cc2)nc2c1c(C)nn2CCC(N)=S | 9.1% | 8% | 6% | 36% | 1%
Cc1ccc(NC(=O)c2ccc(S(=O)(=O)N3CCCCC3)cc2)cc1 | i | -6% | 4% | 3% | 3%
Cc1ccc(C(=O)OCC(=O)N2CCC(Cc3ccccc3)CC2)cc1N | 2.4% | -3% | -5% | -5% | -21%
COc1cccc(Cn2c(NCc3ccco3)nc3c2c(=O)n(C)c(=O)n3C)c1 | x | 3% | 18% | 2% | x
COc1nc(NCCO)nc(Nc2ccc([N+](=O)[O-])cc2)n1 | i | 0% | -18% | 9% | -10%
O=C(/C=C/c1ccccc1)NC(=S)Nc1ccc(N2CCOCC2)c(Cl)c1 | i | -3% | 31% | -5% | 1%
Cc1cccc(C)c1NS(=O)(=O)c1ccc(F)cc1 | 0.6% | -5% | 0% | -4% | -8%
Nc1cc(=O)nc(SCc2ccccc2)n1Cc1ccco1 | 0.1% | -2% | -14% | -6% | 3%
CN(CC(=O)Nc1ccc(Cl)c(C(F)(F)F)c1)C(=O)Cc1cccs1 | 6.4% | -4% | -4% | 8% | 2%
COc1ccc(CN2CCC(n3nccc3NC(=O)C3CC3)CC2)c(Cl)c1OC | 0.7% | -17% | -1% | 2% | -4%
Cc1ccc(C(=O)N2CCN(S(=O)(=O)c3ccccc3[N+](=O)[O-])C2)cc1 | 0.0% | -1% | 19% | 2% | -15%
CC(C)c1ccc(NCCC(=O)c2ccc(Br)cc2)cc1 | i | -1% | u | u | -6%
COC(=O)[C@@]1(Cc2ccc(F)cc2)[C@H]2c3cc(C(=O)N(C)C)n(Cc4ccccn4)c3C[C@H]2CN1C(=O)c1ccccc1 | x | 2% | 29% | 0% | x
CCC(=NCCC1=CCCCC1)c1c(O)[nH]c(=O)[nH]c1=O | 2.6% | -20% | 12% | -7% | -14%
CCSc1ccc(-c2ccc(C)cc2)nn1 | i | x | x | x | 5%
Cc1cccc(N2CC3=C(C2=O)C(c2ccccc2)NC(=O)N3C)c1 (stereo not drawn) | 6.9% | -8% | -5% | -2% | 5%
CC1(C)CC(=O)C2=C(C1)OC(N)=C(C#N)C21C(=O)N(CN2CCOCC2)c2ccccc21 (stereo not drawn) | 0.7% | -3% | 3% | 1% | -1%
CC(=O)Nc1cccc(NC(=O)COc2ccccc2C)c1 | 1.0% | -2% | -4% | -11% | 19%
CCN(Cc1ccccc1)C(c1ccncc1)c1nnnn1C(C)(C)C (stereo not drawn) | 0.5% | 2% | 16% | 10% | -2%

Of the compounds above, these have bromine:
SMILES | inhibitors of VEEV | Salmonella PhoP GFP | M. tuberculosis | M. tuberculosis HTS | H1N1 NS1A inhibition | others
CCOC(=O)CSC1=NC(=O)/C(=C/c2ccc(Br)cc2)S1 | 9.8% | 6% | u | u | 4%
O=C(OCC1OC(n2cc(Br)c(=O)[nH]c2=O)C(Br)C1O)c1ccccc1 (stereo not drawn) | 0.8% | -16% | 5% | 2% | -20%
CC(C)c1ccc(NCCC(=O)c2ccc(Br)cc2)cc1 | i | -1% | u | u | -6%
